Nrf2 activator: qHTS of Nrf2 Activators. AREc32 ARE-luciferase reporter (MCF7-derived line), luminescence, 24 h. Potency, µM (top dose mostly 46.1 µM), without a hit: at the highest dose activation, most hits filed as activators. 410,000 compounds, 0.31% hits; also: % of control where 0% means no effect; nearly all actives have a fitted effect of over 65% in size
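ARE activation measured as luciferase luminescence (Steady-Glo, 30 min RT) in AREc32_Fluc cells after 24 hr compound exposure at 37 deg C, 5% CO2; cells seeded overnight at 1000/well in OPTI-MEM, 5% FBS.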
HepG2 viability: qHTS for Inhibitors of TGF-b: Cytotox Counterscreen | HepG2 CAGA-GFP viability, ATP luminescence, 18 h | Potency, µM (series often up to 46.1 µM), for inactives: at the top dose activity change, negative = cytotoxicity, actives largely listed as cytotoxic | 410,000 compounds, 0.76% hits | AID 588856, 2011; also: some results filed as inactive show a strong effect at the top dose
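HepG2 CAGA-GFP cells (1000/well, DMEM with 1% FBS) received compound, then TGF-beta at 500 pg/mL final, and were incubated 18 hours at 37 degrees C. Viability was read by CellTiter-Glo luminescence. Media-only wells were set as complete cell-killing and DMSO as no toxicity.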
A549 viability: Nrf2 qHTS screen for inhibitors: counterscreen for cytotoxicity; A549 ARE-Fluc cells, CellTiter-Fluor viability, 18-24 h; Potency, µM (top dose mostly 46 µM), without a hit: at the highest dose activity change, negative = cytotoxicity, actives largely listed as inhibitors; 390,000 compounds, 0.16% hits; also: % is scaled to controls: 0 for no effect and ±100 for the full control effect
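A549 ARE_Fluc cells in 5% FBS OPTI-MEM were exposed to compounds in concentration-response for 18-24 h at 37 deg C. Viability was read by CellTiter-Fluor fluorescence (Ex 405/Em 525) after 30 min, before the luciferase read.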
TGFb inhibitor: qHTS for Inhibitors of TGF-b. 410,000 compounds, 1.2% hits. Potency, µM (doses to about 46.1 µM), for inactives: top-dose activity, negative = inhibition, most hits filed as inhibitors. HepG2 CAGA-GFP TGF-b/SMAD3 reporter, GFP fluorescence, 18 h; TGF-beta stimulated, 500 pg/mL final; also: % is scaled to controls: 0 for no effect and ±100 for the full control effect; nearly all actives have a fitted effect of over 65% in size
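Inhibition of TGF-beta-driven CAGA-GFP reporter expression in HEPG2 cells is measured by cellular GFP fluorescence after 18 h stimulation with 500 pg/mL recombinant TGF-beta in 1% FBS medium at 37 degrees C.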
MCF10A rerep: A quantitative high throughput screen for small molecules that induce DNA re-replication in MCF 10a normal breast cells | Potency, µM (series often up to 46.1 µM), without a hit: top-dose activity, positive = re-replication, hits mostly activators | 350,000 compounds, 2.9% hits | MCF 10A DNA re-replication, Hoechst nuclear intensity, 48 h; also: % of control where 0% means no effect; nearly all actives have a fitted effect of over 50% in size
S2 tox: Viability Counterscreen for Primary qHTS for Inhibitors of ATXN expression | Potency, µM (doses to about 56.7 µM), actives largely listed as cytotoxic | 400,000 compounds, 0.49% hits | S2 cells (HEK-293 line with an ATXN2-luciferase reporter) viability, CellTiter-Fluor protease fluorescence, 24 h; also: nearly all actives have a fitted effect of over 40% in size
ATXN2 expr inh: Primary qHTS for Inhibitors of ATXN expression. HEK-293 ATXN2-luciferase reporter, luminescence, 24 h. Potency, µM (titrated, usually from 57 µM), inactives show at the highest dose activity change, negative = inhibition, actives largely listed as inhibitors. 360,000 compounds, 0.72% hits; also: % is scaled to controls: 0 for no effect and ±100 for the full control effect; nearly all actives have a fitted effect of over 55% in size
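ATXN2-luciferase reporter cells (luciferase flanked by upstream and downstream ATXN2 gene portions) were treated 24 h at 37 °C with compounds at up to 57 uM. SteadyGlo luminescence gave expression; GF-AFC fluorescence gave viability.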
EPAC2 antagonist: qHTS for Antagonist of cAMP-regulated guanine nucleotide exchange factor 2 (EPAC2): primary screen | EPAC2 GEF exchange of Rap1B-BODIPY-GDP, fluorescence | Rap guanine nucleotide exchange factor 4 (Homo sapiens), Q8WZA2 | Potency, µM (series often up to 114 µM), inactives show top-dose activity, negative = inhibition, most hits filed as inhibitors | AID 720708, 2013 | 360,000 compounds, 0.18% hits; also: % is scaled to controls: 0 for no effect and ±100 for the full control effect; nearly all actives have a fitted effect of over 45% in size; many of its hits are not listed in these tables
Target sequence (Q8WZA2 whole entry, looked up): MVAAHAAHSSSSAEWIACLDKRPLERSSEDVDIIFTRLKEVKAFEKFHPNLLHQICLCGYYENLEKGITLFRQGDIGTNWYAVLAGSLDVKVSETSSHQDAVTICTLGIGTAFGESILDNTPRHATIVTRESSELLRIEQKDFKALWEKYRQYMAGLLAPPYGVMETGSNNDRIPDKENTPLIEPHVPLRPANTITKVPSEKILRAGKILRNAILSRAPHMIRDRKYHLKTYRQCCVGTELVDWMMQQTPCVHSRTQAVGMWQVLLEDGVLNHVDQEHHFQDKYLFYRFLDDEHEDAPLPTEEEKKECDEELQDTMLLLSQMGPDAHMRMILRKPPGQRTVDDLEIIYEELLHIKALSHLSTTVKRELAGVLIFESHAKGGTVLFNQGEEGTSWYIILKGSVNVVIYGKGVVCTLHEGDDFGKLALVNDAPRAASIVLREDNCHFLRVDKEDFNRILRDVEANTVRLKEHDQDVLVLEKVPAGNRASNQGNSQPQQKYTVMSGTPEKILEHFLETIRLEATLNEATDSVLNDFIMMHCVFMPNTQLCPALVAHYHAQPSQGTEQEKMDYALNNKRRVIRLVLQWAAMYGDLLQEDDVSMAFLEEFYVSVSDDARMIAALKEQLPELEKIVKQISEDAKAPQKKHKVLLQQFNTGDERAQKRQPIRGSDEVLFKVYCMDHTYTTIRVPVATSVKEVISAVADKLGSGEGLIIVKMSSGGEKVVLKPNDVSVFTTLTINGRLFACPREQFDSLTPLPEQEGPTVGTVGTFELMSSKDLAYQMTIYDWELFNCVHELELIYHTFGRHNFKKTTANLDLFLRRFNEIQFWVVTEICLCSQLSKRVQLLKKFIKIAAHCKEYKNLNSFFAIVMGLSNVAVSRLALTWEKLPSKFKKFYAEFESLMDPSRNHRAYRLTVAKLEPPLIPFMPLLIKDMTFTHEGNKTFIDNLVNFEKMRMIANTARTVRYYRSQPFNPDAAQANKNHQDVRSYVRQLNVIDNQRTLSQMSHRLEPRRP
Nrf2 block: Nrf2 qHTS screen for inhibitors; A549 ARE-Fluc reporter, luciferase luminescence, 18-24 h; Potency, µM (highest dose often 46 µM), for the others: at the top dose activity change, negative = inhibition, hits mostly inhibitors; 360,000 compounds, 2.1% hits; AID 504444, 2011; also: % is scaled to controls: 0 for no effect and ±100 for the full control effect; nearly all actives have a fitted effect of over 60% in size
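Concentration-response testing used A549 ARE_Fluc cells at 5000 cells/well. Following an 18-24 h compound incubation, viability was read by fluorescence (Ex 405/Em 525) and luciferase output by luminescence.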
Active calls of the source: *; i = inactive; ? = inconclusive; nt = not tested or not shown; & = joins results of further samples; [ ] = another dose, or the depositor's remark. Calls follow the shape of the dose curve; as a rule, active = well fitted curve in the direction sought with a large enough effect; inconclusive = small, poorly fitted or top-dose-only effect, or another doubt; inactive = no such curve, though single readings can be large; an effect the other way counts as inactive or inconclusive. Potency is read from the fitted curve at half-maximal effect. Only part of the results is shown (hit frequency here may not be typical).

1. O=C(CCc1nnc(-c2ccc3c(c2)OCO3)o1)N(Cc1ccncc1)CC1CCCO1 (configuration not stated)
2. Cc1cc(C)cc(C(=O)N2CCN(Cc3ccc4c(c3)OCO4)CC2)c1
3. CC(C)c1nc2oc3c(NCC4CCCO4)ncnc3c2c2c1COC(C)(C)C2 (configuration not stated)
4. CCOC(=O)C1=C(COC(=O)COc2ccc(Br)cc2)NC(=O)NC1C (configuration not stated)
5. Cc1cccc(N2CCN(c3ccc4cc(S(=O)(=O)N5CCC(C)CC5)ccc4n3)CC2C)c1 (configuration not stated)
6. Cn1cccc1Cc1nnc(SCC(=O)N2CCc3ccccc32)n1-c1ccc(F)cc1
7. CCSc1nc2ccccc2n1C(=O)/C=C\c1ccc(OC)c(OC)c1
8. CN(C)S(=O)(=O)c1ccc(NC(=O)CN2C(=O)NC3(CCCC3)C2=O)cc1

Screen / compound no.	1	2	3	4	5	6	7	8
Nrf2 activator	0.4%	-0.1%	-0.1%	0.5%	0.2%	-0.3%	?	-0.6%
HepG2 viability	-25.3%	3.1%	-3.0%	-9.4%	6.3%	-17.2%	-3.1%	3.7%
A549 viability	-5.4%	-4.7%	3.4%	5.8%	26.4%	-3.3%	?	0.2%
TGFb inhibitor	-23.0%	-21.0%	-8.6%	-4.7%	0.0%	-19.5%	-26.7%	0.1%
MCF10A rerep	-0.3%	0.7%	14.9%	-1.3%	nt	3.8%	4.11µM*	-1.7%
S2 tox	i	i	i	i	i	i	?	i
ATXN2 expr inh	nt	5.9%	-14.2%	-11.5%	4.2%	-1.2%	12.6µM*	5.4%
EPAC2 antagonist	-0.6%	-0.8%	-4.9%	-2.5%	nt	-2.5%	14.5%	1.4%
Nrf2 block	0.9%	0.1%	-6.0%	-5.4%	28.0%	-4.2%	?	?

One compound at a time, from the list above. Values in the order: Nrf2 activator	HepG2 viability	A549 viability	TGFb inhibitor	MCF10A rerep	S2 tox	ATXN2 expr inh	EPAC2 antagonist	Nrf2 block
`O=C(CCc1nnc(-c2ccc3c(c2)OCO3)o1)N(Cc1ccncc1)CC1CCCO1` (configuration not stated) is entered as 0.4%	-25.3%	-5.4%	-23.0%	-0.3%	i	nt	-0.6%	0.9%
`CCSc1nc2ccccc2n1C(=O)/C=C\c1ccc(OC)c(OC)c1` is entered as ?	-3.1%	?	-26.7%	4.11µM*	?	12.6µM*	14.5%	?
`Cn1cccc1Cc1nnc(SCC(=O)N2CCc3ccccc32)n1-c1ccc(F)cc1` is entered as -0.3%	-17.2%	-3.3%	-19.5%	3.8%	i	-1.2%	-2.5%	-4.2%
`Cc1cc(C)cc(C(=O)N2CCN(Cc3ccc4c(c3)OCO4)CC2)c1` is entered as -0.1%	3.1%	-4.7%	-21.0%	0.7%	i	5.9%	-0.8%	0.1%

Following part.
9. CCc1ccc(-n2c(N3CCN(c4cccc(Cl)c4)CC3)nc3ccccc3c2=O)cc1
10. Clc1cccc(COn2c(-c3ccc(Cl)cc3Cl)nc3ncccc32)c1
11. Cc1ccc(-n2nc3c(N4CCC(C(=O)NCc5ccc(C)o5)CC4)nnc(C)c3c2C)cc1
12. CCOCCCNC(=O)C(NC(=O)c1ccc(NC(C)=O)cc1)c1ccccc1 (configuration not stated)
13. CSc1cccc(CN2CCC(Oc3ccc(C(=O)N4CCCCC4)cc3)CC2)c1
14. CCN(CC)C(=S)SCC(=O)NC12CC3CC(CC(C3)C1)C2
15. Cc1cc(=O)[nH]c(SCC(=O)Nc2ccc(F)cc2)c1C#N
16. COc1ccc(C)cc1NC(=O)Nc1nnc(N2CCCCC2)s1

Screen / compound no.	9	10	11	12	13	14	15	16
Nrf2 activator	-0.3%	3.3%	7.4%	0.5%	2.9%	2.9%	4.8%	1.2%
HepG2 viability	-23.1%	-5.8%	-27.5%	-17.7%	-13.8%	-35.1%	-25.3%	-26.9%
A549 viability	0.5%	-21.5%	?	-0.2%	-17.2%	-2.1%	-0.6%	-11.3%
TGFb inhibitor	-22.3%	?	?	?	0.0%	-3.7%	?	18.5%
MCF10A rerep	nt	-3.9%	-1.5%	-1.9%	17.7%	9.1%	10.8%	nt
S2 tox	nt	i	i	i	?	i	i	i
ATXN2 expr inh	nt	-2.0%	?	3.9%	-21.0%	5.6%	16.1%	13.3%
EPAC2 antagonist	nt	0.0%[57.1 µM]	-2.6%	9.6%	-7.5%	0.6%	-4.8%	nt
Nrf2 block	?	-25.3%	-2.7%	6.8%	1.9%	-0.7%	?	?

17. COc1cc(C=O)ccc1OCC(=O)NC(C)(C)C
18. O=C(COc1ccc2ccccc2c1Br)Nc1cccnc1
19. CC1CCN(C(=O)CSc2nc(N)c3c4c(sc3n2)CN(C)CC4)CC1
20. COC(=O)c1c(NC(=O)/C(C#N)=C/c2ccc(OC)cc2)sc2c1CCC2
21. COc1ccc(-c2nnc(SCC(=O)N3CCCCC3)o2)cc1
22. Cc1ncc([N+](=O)[O-])n1CCOC(=O)c1cc(Cl)cc(Cl)c1N
23. CC(OC(=O)Cc1c[nH]c2ccccc12)C(=O)N(C)c1ccccc1 (configuration not stated)
24. CCN1C(=O)N[C@@H](c2cccc(F)c2)C(C(=O)OC)=C1C

Screen / compound no.	17	18	19	20	21	22	23	24
Nrf2 activator	2.4%	0.1%	-0.5%	3.0%	-0.1%&-0.9%	3.7%	-0.6%	-0.7%
HepG2 viability	-0.5%	-28.8%	1.5%	5.9%	-3.0%&7.5%	1.5%	-8.5%	-16.9%
A549 viability	0.9%	3.5%	-1.6%	0.1%	-11.8%&-13.9%	0.1%	0.7%	1.7%
TGFb inhibitor	-10.7%	-2.8%	0.0%	-0.1%	-2.2%&43.3%	-21.5%	-4.5%	?
MCF10A rerep	?	-5.6%	-9.7%	nt	8.4%	4.3%	-1.2%	2.8%
S2 tox	i	i	i	nt	?	i	i	i
ATXN2 expr inh	10.9%	16.6%	2.9%	nt	5.8%&29.6%	-11.8%	2.2%	6.4%
EPAC2 antagonist	-4.0%	0.3%	29.9%	nt	-2.5%	-7.6%	-2.0%	2.8%
Nrf2 block	-10.8%	-2.9%	2.6%	0.3%	?	-20.6%	-2.4%	-4.6%

25. COc1ccc(NC(=O)C2CCCN(S(=O)(=O)c3ccc(F)cc3)C2)cc1 (configuration not stated)
26. CCN(C(=O)CN1C(=O)S/C(=C\c2cccc(OC)c2)C1=O)C1CCS(=O)(=O)C1 (configuration not stated)
27. CC(C)C1NC(C(=O)O)Cc2c1[nH]c1ccccc21 (configuration not stated)
28. CC1CCCC(C)N1CCNC(=O)C1CCN(S(=O)(=O)N2CCCCC2)CC1 (configuration not stated)
29. O=C(NCCCN1CCOCC1)C1CC(=O)N(C2CCCCC2)C1 (configuration not stated)
30. COc1cccc(/C=C2/SC(=S)N(CCCC(=O)Nc3ccc(O)cc3)C2=O)c1
31. COc1ccc(NC(=O)C2Cc3c(-c4cccc(C(C)=O)c4)ccnc3O2)cc1OC (configuration not stated)
32. CCCCc1nc(SCC(=O)Nc2cc(C)on2)n[nH]1

Screen / compound no.	25	26	27	28	29	30	31	32
Nrf2 activator	-0.5%	9.9%	0.2%	-0.8%	-0.3%	-0.7%	0.8%	2.6%
HepG2 viability	-35.6%	-1.3%	-1.8%	-1.1%	-12.2%	-71.7%	-20.8%	-4.0%
A549 viability	-1.3%	3.1%	-2.3%	8.3%	6.3%	?	nt	2.8%
TGFb inhibitor	-24.0%	17.0%	0.3%	1.3%	-12.3%	?	-6.0%	-9.1%
MCF10A rerep	nt	1.1%	-22.7%	-0.6%	1.0%	8.5%	nt	?
S2 tox	i	i	i	i	i	?	i	i
ATXN2 expr inh	-10.6%	5.0%	-12.6%[2.22 µM]	7.4%	3.5%	15.8µM*	?	5.5%
EPAC2 antagonist	nt	2.0%	-3.6%	13.6%	-3.3%	-1.1%	-11.9%	11.3%
Nrf2 block	-10.5%	?	2.0%	6.0%	14.4%	?	nt	0.9%

33. COc1ccc(OC)c(NC(=O)c2ccccc2NS(=O)(=O)c2cccc3cccnc23)c1
34. O=C(CCc1ccccc1)Nc1cc(C(=O)O)cc(C(=O)O)c1
35. COc1ccc2nc(Nc3ccccc3)sc2c1
36. CCOc1ccc(CC(C(=O)NN)C(=O)NN)cc1CN(C)C
37. Cc1ccc(C)c(OCC(=O)N(C)CC(=O)Nc2ccc(Cl)c(C(F)(F)F)c2)c1
38. O=C(c1ccccc1)c1ccc2nc(N3CCCCC3)c3nncn3c2c1
39. O=C(CN1CCc2ccccc21)NCc1ccccc1Cl
40. CC(C)c1ccc(CN2CCN(S(=O)(=O)c3ccc(Cl)s3)CC2)cc1
41. O=c1onc(-c2ccccc2Cl)n1-c1ccccc1Cl
42. COc1ccc2c(c1)cc1n2CCN=C1N

Screen / compound no.	33	34	35	36	37	38	39	40	41	42
Nrf2 activator	-1.1%	0.3%	?	-0.9%	1.8%	2.5%	0.1%[9.22 µM]	2.8%	0.4%	2.2%
HepG2 viability	-6.3%	5.7%	3.8%	-16.3%	-23.3%	-59.7%	5.1%	-89.4%	10.8%	2.2%
A549 viability	1.1%	0.4%	4.7%	-2.8%	0.1%	-2.0%	26.0%	7.7%	0.0%	23.8%
TGFb inhibitor	15.8%	-2.8%	6.0%	-15.5%	?	?	-18.4%	?	-2.8%	-26.0%
MCF10A rerep	19.5%	-2.0%	10.2%	0.5%	?	1.0%	-2.6%	1.9%	2.8%	-15.3%
S2 tox	i	i	nt	i	i	?	i	nt	i	i
ATXN2 expr inh	2.9%	-22.5%	87.6%[activator]	-3.8%	-20.6%	?	15.4%	nt	-0.1%	-27.4%
EPAC2 antagonist	-11.0%	8.5%	-15.7%	-6.7%	-26.4%	-8.7%	-2.4%	0.0%	5.2%	15.5%
Nrf2 block	-13.0%	-12.2%	?	15.8%	?	-22.1%	20.1%	6.7%	-14.7%	6.1%

Source: PubChem BioAssay (National Center for Advancing Translational Sciences (NCATS))
